Compound activity (PubChem BioAssay)
TcdB inh – TcdB glycohydrolase inhibition. P18177. TcdB glycohydrolase enzymatic assay, plate reader. inhibition, % at 9.99 µM. actives 0.24% (n = 350,000). AID 652162; in the data active = inhibition above about 10%
* = called active by the depositor. A portion of the library; rates above refer to the full screens.

> CCCNC(=O)Nc1ccc2c(c1)OC[C@@H](C)N(S(C)(=O)=O)C[C@H](C)[C@@H](OC)CN(C)C2=O
  TcdB inh: -0.3
> CO[C@H]1CN(C)C(=O)c2ccc(NC(C)=O)cc2OC[C@@H](C)N(Cc2ccccn2)C[C@H]1C
  TcdB inh: 0.5
> C[C@@H]1CN([C@@H](C)CO)C(=O)c2cc(NC(=O)Nc3ccc(C(F)(F)F)cc3)ccc2O[C@@H](C)CCCCO[C@@H]1CN(C)Cc1ccc2c(c1)OCO2
  TcdB inh: -0.3
> CCCC(=O)Nc1ccc2c(c1)OC[C@@H](C)N(C(=O)C1CCCC1)C[C@H](C)[C@@H](OC)CN(C)C2=O
  TcdB inh: 2.4
> CC(C)CC#Cc1ccc2c(c1)O[C@@H](CN(C)Cc1cncnc1)[C@H](C)CN([C@@H](C)CO)S2(=O)=O
  TcdB inh: 1.8
> C[C@H](CO)N1C[C@H](C)[C@@H](CN(C)C)Oc2ccc(NC(=O)Nc3ccc(C(F)(F)F)cc3)cc2C1=O
  TcdB inh: 0.3
> Cc1ccc(S(=O)(=O)N[C@@H]2CC[C@@H](CCNC(=O)Cc3ccccn3)O[C@@H]2CO)cc1
  TcdB inh: -0.4
> C[C@@H]1CN([C@H](C)CO)C(=O)c2cccc(NC(=O)Nc3ccccc3)c2O[C@H]1CN(C)S(=O)(=O)c1ccc(F)cc1
  TcdB inh: -1.0
> COc1ccc2c3c([nH]c2c1)[C@H](CO)N(C(=O)CN(C)C)CC31CN(C(=O)c2cccnc2)C1
  TcdB inh: -3.9
> O=C(Nc1ccccc1)N1CCCCN2[C@H](C1)[C@H](c1ccc(C3=CCCCC3)cc1)[C@@H]2CO
  TcdB inh: -15.3
> C[C@H](CO)N1C[C@H](C)[C@H](CN(C)Cc2ccc(C(=O)Nc3ccccc3N)cc2)Oc2ccc(NS(=O)(=O)c3ccc(F)cc3)cc2C1=O
  TcdB inh: 0.7
> C[C@@H]1CN([C@H](C)CO)C(=O)c2cc(-c3ccccc3)cnc2O[C@H]1CN(C)C(=O)Cc1ccccn1
  TcdB inh: 0.6
> O=C(c1cccnc1)N1C[C@@H]2[C@H](c3ccccc31)[C@H](CO)N2C(=O)Nc1ccccc1F
  TcdB inh: -0.3
> C[C@H]1CN([C@@H](C)CO)S(=O)(=O)c2ccc(C#CC3CC3)cc2O[C@H]1CN(C)C(=O)c1ccccn1
  TcdB inh: 0.3
> CO[C@H]1CN(C)C(=O)c2cc(NC(C)=O)ccc2OC[C@H](C)N(C(=O)c2ccccc2)C[C@H]1C
  TcdB inh: -1.2

> COc1ccc(CN(C)C[C@H]2Oc3ccc(NC(=O)Nc4ccc(OC)cc4)cc3CC(=O)N([C@H](C)CO)C[C@@H]2C)cc1
  TcdB inh: 1.1
> CCS(=O)(=O)Nc1ccc2c(c1)C(=O)N(C)[C@H]1CC[C@@H](CC(=O)OC)O[C@@H]1CO2
  TcdB inh: -8.9
> O=C(CCN1CCCCC1)NCC[C@@H]1CC[C@H](NC(=O)C2CCC2)[C@@H](CO)O1
  TcdB inh: 0.7
> C[C@H]1CN([C@@H](C)CO)C(=O)c2ccccc2-c2ccccc2CO[C@H]1CN(C)C(=O)Cc1ccccc1
  TcdB inh: -1.0
> CCC(=O)Nc1ccc2c(c1)C(=O)N(C)C[C@H](OC)[C@H](C)CN(Cc1ccccc1OC)[C@H](C)CO2
  TcdB inh: -11.9
> C[C@@H]1CN([C@@H](C)CO)C(=O)c2cc(NS(=O)(=O)c3cccs3)ccc2O[C@@H]1CN(C)S(=O)(=O)c1ccc(F)cc1
  TcdB inh: -0.1
> CC(C)NC(=O)N(C)C[C@@H]1Oc2ccc(NC(=O)Nc3ccc(F)cc3)cc2C(=O)N([C@H](C)CO)C[C@@H]1C
  TcdB inh: 0.8
> C[C@H]1CN([C@@H](C)CO)C(=O)c2cc(C3=CCCCC3)cnc2O[C@@H]1CN(C)C(=O)c1ccccc1
  TcdB inh: 0.7
> C[C@@H]1CN([C@@H](C)CO)C(=O)Cc2cc(NC(=O)c3ccncc3)ccc2O[C@H]1CN(C)Cc1ccccc1
  TcdB inh: 0.7
> C[C@@H]1CN([C@H](C)CO)C(=O)c2cccc(NS(=O)(=O)c3ccccc3)c2O[C@@H]1CN(C)C(=O)Nc1cccc2ccccc12
  TcdB inh: -1.0
> O=C(C[C@@H]1C[C@@H]2c3cc(NC(=O)Cc4ccncc4)ccc3O[C@@H]2[C@@H](CO)O1)NCc1ccc2c(c1)OCO2
  TcdB inh: -1.3
> O=C(C[C@@H]1C=C[C@@H](NC(=O)Nc2ccccc2F)[C@H](CO)O1)NCc1ccccc1
  TcdB inh: -0.1
> C[C@H](CO)N1C[C@H](C)[C@H](CN(C)C(=O)Nc2ccc(C(F)(F)F)cc2)Oc2ccc(NC(=O)CCN3CCOCC3)cc2C1=O
  TcdB inh: -4.1
> CC(C)NC(=O)N(C)C[C@@H]1Oc2ccc(NC(=O)C3CC3)cc2C(=O)N([C@H](C)CO)C[C@H]1C
  TcdB inh: 0.6
> COc1ccc(NC(=O)Nc2cccc3c2O[C@H](CN(C)Cc2ccc(C(=O)Nc4ccccc4N)cc2)[C@@H](C)CN([C@@H](C)CO)C3=O)cc1
  TcdB inh: 1.7

> Cc1ccccc1-c1ccc([C@H]2[C@@H](CO)N3CCCCN(C(=O)Nc4ccccc4)C[C@@H]23)cc1
  TcdB inh: 0.7
> CCCC(=O)N1CC2(C1)CN(C(=O)CN1CCOCC1)[C@@H](CO)c1c2c2ccc(OC)cc2n1C
  TcdB inh: -0.9
> Cc1ccc(S(=O)(=O)Nc2cccc3c2O[C@@H](CN(C)Cc2ccc(C(F)(F)F)cc2)[C@H](C)CN([C@@H](C)CO)C3=O)cc1
  TcdB inh: 0.8
> O=C(N[C@@H]1CC[C@@H](CC(=O)N2CCOCC2)O[C@H]1CO)c1cccc(F)c1
  TcdB inh: 0.7
> COc1ccc(S(=O)(=O)Nc2ccc3c(c2)C(=O)N(C)C[C@H](OC)[C@H](C)CN[C@@H](C)CO3)cc1
  TcdB inh: -7.9
> Cn1cnc(S(=O)(=O)N2C[C@H](O)COC[C@H]3O[C@@H](CC(=O)NCc4cc(F)cc(F)c4)CC[C@@H]32)c1
  TcdB inh: -8.1
> COc1ccc(CN(C)C[C@H]2Oc3c(NC(=O)Nc4ccc(F)cc4)cccc3C(=O)N([C@@H](C)CO)C[C@@H]2C)cc1
  TcdB inh: -3.1
> N#C[C@H]1[C@@H](c2ccccc2C2=CCCCC2)[C@@H](CO)N1C(=O)NC1CCCCC1
  TcdB inh: -0.5
> CCCN(C)C[C@@H]1Oc2cc(C#CC(C)C)ccc2S(=O)(=O)N([C@@H](C)CO)C[C@H]1C
  TcdB inh: -2.5
> O=C(C[C@@H]1CC[C@@H]2[C@H](COC[C@H](O)CN2Cc2ccc(Oc3ccccc3)cc2)O1)N1CCCCC1
  TcdB inh: 0.2
> C[C@@H]1CCCCO[C@@H](CN(C)Cc2ccc(C(=O)Nc3ccccc3N)cc2)[C@@H](C)CN([C@H](C)CO)C(=O)c2cc(NC(=O)Nc3ccc(F)cc3)ccc2O1
  TcdB inh: 1.9
> O=C(Cc1ccncc1)NCC[C@@H]1CC[C@@H](NC(=O)Nc2cccc(F)c2)[C@@H](CO)O1
  TcdB inh: 0.5
> CC(C)C[C@@H]1NC(=O)[C@H]2C[C@@H](C(=O)NCc3ccc(F)cc3)[C@@H](c3ccc(O)cc3)N2C1=O
  TcdB inh: 0.6
> Cc1noc(C)c1NC(=O)Nc1ccc2c(c1)C(=O)N([C@@H](C)CO)C[C@H](C)[C@H](CN(C)CC1CC1)O2
  TcdB inh: 0.0
> CO[C@H]1CN(C)C(=O)c2cc(NC(=O)C3CC3)ccc2OC[C@@H](C)N(C(=O)Cc2ccccn2)C[C@@H]1C
  TcdB inh: -4.4

> Cc1noc(C)c1S(=O)(=O)Nc1ccc2c(c1)C(=O)N([C@@H](C)CO)C[C@@H](C)[C@H](CN(C)C(=O)Nc1ccc3c(c1)OCO3)O2
  TcdB inh: -1.5
> COc1ccc(S(=O)(=O)Nc2ccc3c(c2)C(=O)N([C@H](C)CO)C[C@H](C)[C@H](CN(C)C(=O)Nc2ccc4c(c2)OCO4)OCCCC[C@@H](C)O3)cc1
  TcdB inh: 1.1
> O=C(NCC[C@H]1CC[C@@H](NS(=O)(=O)c2ccc(F)cc2)[C@H](CO)O1)c1ccccc1F
  TcdB inh: 0.0
> CCCNC(=O)C[C@H]1C[C@H]2c3cc(NS(C)(=O)=O)ccc3O[C@H]2[C@@H](CO)O1
  TcdB inh: -0.8
> O=C(C[C@H]1CC[C@H](NC(=O)CC2CC2)[C@H](CO)O1)NCc1ccc(-c2ccccc2)cc1
  TcdB inh: 0.9
> C[C@H](CO)N1C[C@H](C)[C@@H](CN(C)C(=O)Nc2ccc(F)cc2)Oc2ccc(NC(=O)CCC(F)(F)F)cc2C1=O
  TcdB inh: 0.6
> COc1ccccc1CN(C)C[C@@H]1OCc2cnnn2CCCC(=O)N([C@H](C)CO)C[C@@H]1C
  TcdB inh: -0.4
> CN1c2ccc(-c3ccc(C#N)cc3)cc2[C@H]2[C@H](CCN2C(=O)C2CCCCC2)[C@@H]1CO
  TcdB inh: 0.8
> C[C@H](CO)N1C[C@H](C)[C@@H](CN(C)C(=O)Nc2cccc3ccccc23)Oc2c(NC(=O)Nc3ccccc3)cccc2C1=O
  TcdB inh: 0.3
> CC(C)C#Cc1ccc([C@@H]2[C@H](CO)N3C(=O)CN(C(=O)NC4CCCCC4)C[C@@H]23)cc1
  TcdB inh: 0.1
> COCC(=O)Nc1ccc2c(c1)C(=O)N(C)C[C@@H](OC)[C@H](C)CN(C(=O)Cc1cccnc1)[C@H](C)CO2
  TcdB inh: 0.8
> C[C@H](CO)N1C[C@H](C)[C@H](CN(C)S(C)(=O)=O)OCCCC[C@H](C)Oc2ccc(NC(=O)Nc3cccc4ccccc34)cc2C1=O
  TcdB inh: -1.7
> O=C(c1cccc(F)c1)N1CC[C@@H]2[C@H](CO)Nc3ccc(-c4ccc(F)cc4)cc3[C@@H]21
  TcdB inh: -9.1
> C[C@@H]1CCCCO[C@@H](CN(C)C(=O)Cc2ccccc2)[C@@H](C)CN([C@H](C)CO)C(=O)c2cc(NC(=O)Cc3ccccc3)ccc2O1
  TcdB inh: -0.4
> C[C@H]1CN([C@@H](C)CO)C(=O)c2cc(NC(=O)C3CCCCC3)ccc2O[C@@H]1CN(C)S(C)(=O)=O
  TcdB inh: -0.5

> C[C@@H]1CN([C@H](C)CO)C(=O)c2cc(NC(=O)C3CC3)ccc2O[C@H]1CN(C)S(=O)(=O)c1ccc(F)cc1
  TcdB inh: -0.1
> COc1ccc2c3c([nH]c2c1)[C@H](CO)N(Cc1cc(F)ccc1F)CC31CN(C)C1
  TcdB inh: 0.4
> Cc1noc(C)c1S(=O)(=O)N(C)C[C@H]1Oc2ccc(NC(=O)Nc3ccc4c(c3)OCO4)cc2CC(=O)N([C@H](C)CO)C[C@H]1C
  TcdB inh: 1.1
> C[C@@H](O)C#Cc1ccc2c(c1)O[C@H](CN(C)Cc1cncnc1)[C@@H](C)CN([C@@H](C)CO)S2(=O)=O
  TcdB inh: -1.4
> C[C@H]1CN([C@@H](C)CO)C(=O)c2cc(C3=CCCCC3)cnc2O[C@@H]1CN(C)Cc1cccnc1
  TcdB inh: 0.3
> COCC(=O)N1CC(=O)N2[C@H](C1)[C@@H](c1ccc(-c3ccccc3F)cc1)[C@@H]2CO
  TcdB inh: -2.9
> CO[C@H]1CN(C)C(=O)c2cc(NC(=O)c3ccccc3F)ccc2OC[C@H](C)N(C(C)=O)C[C@@H]1C
  TcdB inh: 0.7
> C[C@@H](NC(=O)C[C@H]1CC[C@@H](NC(=O)CN2CCOCC2)[C@@H](CO)O1)c1ccccc1
  TcdB inh: 0.1
> O=C(CCN1CCCCC1)NCC[C@H]1CC[C@H](NC(=O)C2CCC2)[C@@H](CO)O1
  TcdB inh: 0.3
> O=C(Nc1ccc(F)cc1)N1CC(=O)N2[C@@H](CO)[C@@H](c3ccc(Br)cc3)[C@@H]2C1
  TcdB inh: 1.4
> C[C@@H]1CN([C@H](C)CO)C(=O)Cc2cc(NS(=O)(=O)c3ccc(F)cc3)ccc2O[C@H]1CN(C)Cc1ccncc1
  TcdB inh: -0.3
> COc1cccc(NC(=O)N2C[C@H](O)COC[C@@H]3O[C@H](CC(=O)N(C)C)CC[C@H]32)c1
  TcdB inh: -0.9
> CNC(=O)C[C@@H]1CC[C@H]2[C@H](COc3ccc(NC(=O)c4ccc(F)c(F)c4)cc3C(=O)N2C)O1
  TcdB inh: -5.6
> CC(C)NC(=O)Nc1cccc2c1O[C@@H](CN(C)Cc1ccc(Cl)c(Cl)c1)[C@@H](C)CN([C@H](C)CO)C2=O
  TcdB inh: -0.2
> CO[C@@H](CN(C)C(=O)c1cc(Cl)cc(Cl)c1)[C@H](C)CN(C(=O)Nc1ccc(F)cc1)[C@H](C)CO
  TcdB inh: -1.5

> C[C@@H]1CCCCO[C@@H](CN(C)CC2CC2)[C@H](C)CN([C@H](C)CO)C(=O)c2cc(NC(=O)CCC(F)(F)F)ccc2O1
  TcdB inh: 0.9
> Cc1noc(C)c1NC(=O)Nc1ccc2c(c1)CC(=O)N([C@@H](C)CO)C[C@H](C)[C@@H](CN(C)C(=O)Nc1c(C)noc1C)O2
  TcdB inh: -1.2
> COCC(=O)N1[C@@H]2Cn3c(ccc(C4=CCCC4)c3=O)[C@H]1[C@@H](C(=O)OC)[C@@H]2CO
  TcdB inh: 0.9
> CC(C)(C)[S@@](=O)N1Cc2cc(C(=O)NC3CCCC3)nc(-c3cccc(Br)c3)c2[C@H]1CCO
  TcdB inh: -2.0
> COCC#Cc1cnc2c(c1)C(=O)N([C@@H](C)CO)C[C@H](C)[C@@H](CN(C)C(=O)Nc1c(C)noc1C)O2
  TcdB inh: 1.0
> CCCNC(=O)C[C@H]1CC[C@H]2[C@@H](COC[C@H](O)CN2C(=O)Nc2c(C)noc2C)O1
  TcdB inh: -0.1
> CCC(=O)N(C)C[C@@H]1Oc2cc(-c3ccccc3)ccc2S(=O)(=O)N([C@@H](C)CO)C[C@H]1C
  TcdB inh: -0.5

3 compounds from above, ordered by length of the SMILES, highest first.
> C[C@@H]1CCCCO[C@@H](CN(C)CC2CC2)[C@H](C)CN([C@H](C)CO)C(=O)c2cc(NC(=O)CCC(F)(F)F)ccc2O1
  TcdB inh: 0.9
> CC(C)(C)[S@@](=O)N1Cc2cc(C(=O)NC3CCCC3)nc(-c3cccc(Br)c3)c2[C@H]1CCO
  TcdB inh: -2.0
> CCCNC(=O)C[C@H]1CC[C@H]2[C@@H](COC[C@H](O)CN2C(=O)Nc2c(C)noc2C)O1
  TcdB inh: -0.1
